miR-122 sensor – blocks miR-122 activity in Huh7 sensor cells; Huh7 miR-122 Renilla luciferase sensor, 48 h; neutral wells = 0, positive control = 100; activation (reporter increase), % at 12.5 µM; 0.3% of 340,000 active; AID 602342;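 active means mean replicate activation score at least 90 and every replicate individually at or above 90; inconclusive means only one of the two criteria met; inactive means neither criterion met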;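 further: higher luciferase means less miR-122 activity so hits act as miR-122 inhibitors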
DENV2 CPE rescue – inhibitors of DENV2 cytopathic effect | 1.7% of 350,000 active | CPE inhibition, % at 9.99 µM | DENV2-infected cells, cytopathic effect rescue, plate reader; in the data active means CPE inhibition above about 20%, passing the limit was not always enough; inconclusive means no clear call, values can overlap the other calls; tested in BHK-21 cells;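 further: 0% = median of neutral control wells and 100% = median of positive control wells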
ERAP1 inh – blocks human ERAP1 aminopeptidase activity | Q9NZ08 | recombinant ERAP1, Leu-AMC fluorescence, 60 min | inhibition, % at 10.7 µM | 0.15% of 340,000 active | AID 652197;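 active means mean replicate inhibition of at least 30%, or all replicates individually reaching that 30% level; inactive means mean below 30% and not every replicate reaching it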;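 further: 0% = neutral control wells and 100% = L-leucinethiol positive control wells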
SIRT5 inh – inhibitors of human sirtuin-5 desuccinylase; 1.1% of 330,000 active; Purified SirT5, succinyl-peptide AMC, trypsin-coupled fluorescence; inhibition, % at 15 µM; Q9NXA8; AID 652115; in the data active means inhibition above about 15%; inconclusive means no clear call, values can overlap the other calls
Target sequence (Q9NXA8 whole entry, looked up): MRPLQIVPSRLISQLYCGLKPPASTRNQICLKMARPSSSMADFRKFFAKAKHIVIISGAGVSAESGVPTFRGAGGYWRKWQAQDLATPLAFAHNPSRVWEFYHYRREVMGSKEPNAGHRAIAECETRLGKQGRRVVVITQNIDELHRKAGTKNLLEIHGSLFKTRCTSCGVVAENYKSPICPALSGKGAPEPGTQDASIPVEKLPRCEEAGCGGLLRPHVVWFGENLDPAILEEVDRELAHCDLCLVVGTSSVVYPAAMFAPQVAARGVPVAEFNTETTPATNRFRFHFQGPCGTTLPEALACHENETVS
Casp6 inh – caspase-6 (human) enzyme inhibition; purified caspase-6, Z-VEID-R110 cleavage fluorescence; inhibition, % at 12.5 µM; 0.53% of 350,000 active;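 active means mean inhibition across replicates at least about 35%, with every replicate also reaching that limit, limit read from the data; inconclusive means only one of the two criteria met; inactive means neither criterion met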;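 further: 0% = median of neutral control wells and 100% = no fluorescence left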
Target sequence (P55212 24-179 limits assumed): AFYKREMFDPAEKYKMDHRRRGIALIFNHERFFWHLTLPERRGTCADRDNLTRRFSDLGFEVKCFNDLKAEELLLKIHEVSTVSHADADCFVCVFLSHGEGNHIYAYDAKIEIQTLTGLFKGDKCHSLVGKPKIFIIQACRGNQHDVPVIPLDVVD
Target sequence (P55212 194-293 limits assumed): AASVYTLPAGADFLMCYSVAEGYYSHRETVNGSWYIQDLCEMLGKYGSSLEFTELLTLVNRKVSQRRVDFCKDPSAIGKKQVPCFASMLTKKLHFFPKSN
CFTR F508del cor – CFTR F508del correction in bronchial cells; CFBE cells, YFP halide quenching; stimulated with forskolin plus potentiator P3; % fluorescence drop versus neutral controls; activity (quench increase), % at 7.58 µM; 0.36% of 350,000 active;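 active means mean added fluorescence quench of at least 8% versus neutral control, with both replicates also reaching 8%; inconclusive means only one of the mean or replicate conditions met; inactive means mean below 8% and not both replicates reaching 8%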;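 further: cells transiently co-express mutant CFTR-F508del with the halide-sensitive YFP; corrector assay measuring rescue of mutant channel to the surface after 24 h compound exposure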
ERp5 block – blocks human ERp5 reductase activity on insulin; ERp5 insulin aggregation, absorbance 650 nm, 90 min; inhibition, % at 9.99 µM; 0.05% of 350,000 active; AID 651711;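 active means mean replicate inhibition above about 25%, with every replicate also reaching it, limit read from the data, passing the limit was not always enough; inconclusive means only one of those two criteria met; inactive means neither criterion met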
Target sequence (Q15084 whole entry, looked up): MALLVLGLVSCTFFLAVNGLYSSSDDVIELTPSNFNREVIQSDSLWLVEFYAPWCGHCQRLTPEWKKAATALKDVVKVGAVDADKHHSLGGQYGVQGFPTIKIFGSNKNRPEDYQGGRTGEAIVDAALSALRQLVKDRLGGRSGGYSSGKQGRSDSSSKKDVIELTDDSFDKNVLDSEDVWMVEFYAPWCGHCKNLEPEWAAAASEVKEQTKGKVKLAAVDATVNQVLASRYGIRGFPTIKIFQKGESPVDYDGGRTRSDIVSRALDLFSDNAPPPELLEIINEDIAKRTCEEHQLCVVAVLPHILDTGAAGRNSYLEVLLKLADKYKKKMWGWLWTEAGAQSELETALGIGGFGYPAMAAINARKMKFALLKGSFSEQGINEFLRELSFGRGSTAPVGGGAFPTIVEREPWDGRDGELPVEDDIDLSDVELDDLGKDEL
* marks the source's active call; other numbers are inactive results; ? = inconclusive; / = no result given; & = joins results of further samples; [ ] = dose if it differs, or a comment.

SMILES	miR-122 sensor	DENV2 CPE rescue	ERAP1 inh	SIRT5 inh	Casp6 inh	CFTR F508del cor	ERp5 block
COc1cccc(/C=C/C(=O)OCC(=O)Nc2ccc(S(=O)(=O)N3CCCC3)cc2)c1	0	-11	4	/	-1	1.5	-2
O=C(c1ccccc1)c1ccc(-n2cnnc2)c([N+](=O)[O-])c1	-6	3	0	-2	-1	0.0	1
CCOCCn1c(SCc2ccccc2)nc2c1c(=O)[nH]c(=O)n2C	-2	3	3	1	0	-6.4	-9
COc1ccccc1NC(=O)C(C)OC(=O)CSCC(=O)Nc1cc(C)on1 (stereo not drawn)	-1	7	0	-1	0	-5.4	4
O=C(CN1C(=O)NC2(CCCCC2)C1=O)Nc1ccccc1N1CCCCC1	4	4	5	-1	1	-0.1	-3
Cc1ccc(C2=N/C(=C\c3ccc(OS(=O)(=O)c4ccc(C)cc4)cc3)C(=O)O2)cc1	/	5	2	8	5	2.1	0
O=[N+]([O-])c1ccc(C=NNC(=S)NN=Cc2ccc([N+](=O)[O-])cc2)cc1	-3	-1	-2	/	-2	-4.0	-2
Cn1cc(CNC(=O)c2cc(-c3ccc(Br)cc3)nc3ccccc23)cn1	-4	5	1	-2	0	1.6	5
Cc1ccc(-n2nc(C)c(C3(O)C(=O)N(C)c4ccccc43)c2N)cc1 (stereo not drawn)	/	-1	-5	-1	0	0.7	-1
Cc1ccccc1OCCSc1nc2ncnc(N)c2[nH]1	/	-3	4	5	-2	0.2	0
COc1ccc(CNC(=O)CN(C(=O)CCC(=O)Nc2nccs2)c2ccc(C)cc2)cc1	5	1	-4	-5	-3	0.8	3
CC(C)(CO)CNC(=O)CCc1nnc(C2(c3ccc(Cl)cc3)CCC2)o1	/	-1	0	1	0	2.5	15
COc1ccc(/C=N\NC(=O)CC(=O)Nc2cccc(Cl)c2)cc1OC	/	-8	10	0	1	0.2	1
CCN(CC)C(=O)CSc1nnc2c3ccccc3n(C)c2n1	0	-2	-1	2	-2	2.0	2
CCOC(=O)N1CCC(NC(=O)c2cc3sccc3n2CC)CC1	5	-5	-1	1	4	0.3	7
C[C@@H]1CN([C@@H](C)CO)C(=O)c2cc(NS(=O)(=O)c3ccccc3)ccc2O[C@@H](C)CCCCO[C@H]1CN(C)C	1[16.7 µM]	?	2	-5	-2	-0.7	-1
Cc1ccccc1N=C1NC(=O)/C(=C/c2cccn2-c2cccc(C(=O)O)c2)S1	/	6	0	3	/	0.3	-6
CCOc1ccccc1N1CCN(C(=O)c2ccc(Cl)c(S(=O)(=O)N3CCCCC3)c2)CC1	8	1	-6	-1	4	-1.1	2
C[C@@H]1CN([C@H](C)CO)C(=O)c2cc(NC(=O)C3CCCCC3)ccc2O[C@H]1CN(C)C(=O)Nc1ccc(F)cc1	-8[16.7 µM]	55*	2	-3	1	-1.0	1
Cc1ccccc1S(=O)(=O)N1C[C@@H]2[C@H](c3ccccc31)[C@H](CO)N2C(=O)CC1CC1	0[16.7 µM]	8	3	6	-1	0.0	-3
COc1ccc([Si](C)(C)[C@@H]2[C@@H](CCO)O[C@]3(C(=O)N(Cc4ccc(N5CCOC5=O)cc4)c4ccccc43)[C@H]2C)cc1	/	-3	-2	7	-2	-7.3	-6
O=C(CSc1nnc(NC(=O)c2ccccc2Cl)s1)NC1CC1	-4	2	-2	/	0	2.4	10
CC(=O)NC[C@H]1[C@@H](c2ccc(C#CC(C)(C)O)cc2)[C@@H](CO)N1C(=O)CC1CC1	/	0	0	11	0	0.8	0
Cc1noc(C)c1NC(=O)Nc1ccc2c(c1)C(=O)N([C@@H](C)CO)C[C@@H](C)[C@H](CN(C)C(=O)Nc1c(C)noc1C)O2	1[16.7 µM]	7	0	0	/	0.2	-11
CCOC(=O)C1=C[C@@H](C(C)(C)C)N(S(=O)(=O)c2ccc(C)cc2)[C@H]1c1ccccc1Cl	-6	14	-6	-2	-3	1.1	4

Four compounds picked at random from those above, as already listed:
SMILES	miR-122 sensor	DENV2 CPE rescue	ERAP1 inh	SIRT5 inh	Casp6 inh	CFTR F508del cor	ERp5 block
O=C(CSc1nnc(NC(=O)c2ccccc2Cl)s1)NC1CC1	-4	2	-2	/	0	2.4	10
CC(C)(CO)CNC(=O)CCc1nnc(C2(c3ccc(Cl)cc3)CCC2)o1	/	-1	0	1	0	2.5	15
Cc1ccc(C2=N/C(=C\c3ccc(OS(=O)(=O)c4ccc(C)cc4)cc3)C(=O)O2)cc1	/	5	2	8	5	2.1	0
COc1cccc(/C=C/C(=O)OCC(=O)Nc2ccc(S(=O)(=O)N3CCCC3)cc2)c1	0	-11	4	/	-1	1.5	-2

Next section:
SMILES	miR-122 sensor	DENV2 CPE rescue	ERAP1 inh	SIRT5 inh	Casp6 inh	CFTR F508del cor	ERp5 block
CC1=C(C(=O)N2CCOCC2)CC(CC(=O)NCc2ccco2)C(=O)N1Cc1ccc(C(C)(C)C)cc1 (stereo not drawn)	1	-3	0	-4	1	-2.0	0
CC(=O)NN1C(=O)c2ccccc2NC1c1ccc([N+](=O)[O-])o1 (stereo not drawn)	3	1	2	0	3	2.4	2
COc1ccc(Cc2c(C(C)(C)C)nc3ccc(Br)cn23)c(C)c1	-5	8	2	-2	2	0.3	24
CCc1cc2cc(C)cc(C)c2[nH]c1=S	/	?	4	1	3	-2.6	0
Cc1cc(Cl)ccc1OC(C)C(=O)OCC(=O)Nc1ccc2[nH]c(=O)[nH]c2c1 (stereo not drawn)	-14	-6	0	-1	-2	-0.4	6
O=C(OCc1cn([C@H]2CN(Cc3cccs3)[C@@H](c3ccccc3)C[C@@H]2O)nn1)c1ccccc1	0	5	2	-7	-1	-2.3	7
CC1(c2nnc(-c3ccccc3)o2)CC(c2cccnc2)=NO1 (stereo not drawn)	7	?	8	-1	2	2.2	2
CCn1c(C)nc2cc(C(=O)N/N=C/c3ccccc3)ccc21	-7	9	4	1	2	0.2	1
NC(=O)c1ccc(NC(=O)CN2CCN(C(=O)c3ccco3)CC2)cc1	-2	2	-1	-9	3	0.8	0
Cc1ccc(S(=O)(=O)Nc2ccc3c(c2)C(=O)N([C@H](C)CO)C[C@@H](C)[C@@H](CN(C)Cc2ccccc2)OCCCC[C@@H](C)O3)cc1	-7[16.7 µM]	-22	/	/	/	3.6	/
O=C(C[C@@H]1CC[C@H]2NC[C@@H](O)COC[C@@H]2O1)Nc1ccc(-c2ccccc2)cc1	-7[16.7 µM]	-2	1	-2	-1	-0.2	-1
Cc1ccnc(Nc2ccc(CCO)cc2)n1	-4	8	-5	-4	0	-0.5	0
COc1ccc(-c2nsc(SCC(=O)Nc3ccc4c(c3)OCO4)n2)cc1	/	4	1	-2	33	/	5
O=C(c1ccc(-n2cncn2)c([N+](=O)[O-])c1)N1CCN(S(=O)(=O)c2ccc(F)c(F)c2)CC1	-4	1	-1	-7	0	0.2	4
COC(=O)C[C@H]1CC[C@@H]2[C@H](COC[C@@H](O)CN2CCC(F)(F)F)O1	-8[16.7 µM]	1	1	0	2	0.2	1
O=C(O)c1cc2c(cc1NC(=O)c1c(F)cccc1Cl)OCCCO2	2	0	-3	-9	2	0.3	1
CC1(C)CC(=O)C=C(c2ccc(CO)cc2)C1=O	-6	14	12	-3	1	1.7	3
Cc1ccc(S(=O)(=O)NC(=O)NN2CC3CCCC3C2)cc1 (stereo not drawn)	/	-2	0&0	-1&0	-1&1	1.7	1&3
COCCNC(=O)C1CC(c2cccc(F)c2)=NO1 (stereo not drawn)	2	-19	5	-3	6	-3.6	1
O=C1C2CCCN2C(=S)N1c1ccccc1 (stereo not drawn)	-6	-2	2	-9	0	-0.2	0
Cc1ccc(S(=O)(=O)NCC(=O)OCC(=O)N2CC(=O)Nc3ccccc32)cc1	-6	-1	-2	4	4	2.6	-12
Cc1cc(C(=O)NN)n[nH]1	-3	-2	/	/	-1	-0.2	5
COC1CC(C)NC(=S)N1 (stereo not drawn)	/	3	3	0	-2	-0.1	3
CN(C)c1oc(-c2ccccc2[N+](=O)[O-])nc1C#N	1	-1	-1	-1	3	-1.0	4
Cc1cc(NC(=O)C(C)Oc2ccccc2)no1 (stereo not drawn)	-6	-2	1	-3	0	-0.5	1
Following part.
SMILES	miR-122 sensor	DENV2 CPE rescue	ERAP1 inh	SIRT5 inh	Casp6 inh	CFTR F508del cor	ERp5 block
Cc1[nH]c(=O)[nH]c(=O)c1S(=O)(=O)Nc1ccc(Br)cc1F	-4	?	-1	1	-2	-2.8	0
C=CCOc1ccc(/C=N/Nc2ccccn2)cc1OC	-3	-7	-1	-5	6	1.2	-3
CC(C)NC(=O)N(C)C[C@@H]1OCCCC[C@@H](C)Oc2ccc(N(C)C)cc2C(=O)N([C@H](C)CO)C[C@@H]1C	-4[16.7 µM]	-2	2	3	0	-1.8	-2
Cc1cc(Nc2ccc(F)cc2F)n2nc(C)nc2n1	1	-5	-1	0	2	2.8	6
CO[C@H]1CN(C)C(=O)c2cc(NS(=O)(=O)c3ccc(C)cc3)ccc2OC[C@H](C)N(C(=O)NC(C)C)C[C@H]1C	/	5	0	1	-3	-3.1	-4
CCCNC(=O)N1[C@H](CO)[C@@H](c2ccc(C3=CCCC3)cc2)[C@@H]1CN(C)C(C)=O	-7[16.7 µM]	-5	/	/	/	8.1*	/
Cc1noc(C)c1NC(=O)N(C)C[C@H]1Oc2ncc(C#CC3CCCCC3)cc2C(=O)N([C@@H](C)CO)C[C@@H]1C	3[16.7 µM]	2	-1	0	-2	-1.4	4
CCOc1ccc2nc(NC(=O)CSCC(=O)Nc3cc(C)on3)sc2c1	-4	-9	5	0	0	2.9	4
Cc1cc(C)n2ncc(-c3cccc(Br)c3)c2n1	10	-14	3	-4	-5	1.5	-11
COc1cc(Cl)ccc1OCc1cc(C(=O)N2CCN(C)CC2)no1	-4	4	0	-2	0	2.2	3
CCCc1nnc(SCC(=O)Nc2ccc(Cl)cc2Cl)o1	2	14	1	-1	1	-1.2	-1
COC(=O)Nc1ccc(S(=O)(=O)N2CCC(C(=O)NC3CCCCC3)CC2)cc1	/	/	-1	-2	-2	-1.7	1
COc1ccc(CN2C(=O)C(CC(C)C)Nc3ncnc(N4CCN(c5ccccc5)CC4)c32)cc1 (stereo not drawn)	-9&1	4&-1	-6&-3	0&-1	3&2	2.3&0.6	-1&3
Cc1ccc(S(=O)(=O)N[C@H]2CC[C@H](CC(=O)O)O[C@H]2CO)cc1	-13[16.7 µM]	-3	-2	-1	3	1.9	3
O=C(NCC(O)c1ccccc1)c1cccs1 (stereo not drawn)	-10	-7	0	1	0	-0.1	-2
CCC1OC(C(C)C)Cc2[nH][nH]c(=O)c21 (stereo not drawn)	/	1	-2	/	-1	1.2	0
C[C@H]1CN([C@@H](C)CO)C(=O)Cc2cc(NS(=O)(=O)c3ccc(Cl)cc3)ccc2O[C@H]1CN(C)S(=O)(=O)c1cn(C)cn1	-3[16.7 µM]	1	0	-3	-4	-0.3	15
Cc1cc(C)nc(SCC(N)=O)n1	-5	6	2	5	2	-0.8	-6
COc1ccccc1-c1ccc([C@H]2[C@@H](C#N)N(C(=O)C3CCC3)[C@@H]2CO)cc1	/	14	0	0	3	1.8	6
CC(=O)Nc1ccc2c(c1)C(=O)N(C)[C@@H]1CC[C@@H](CC(=O)Nc3cn(C)nc3C)O[C@H]1CO2	1[16.7 µM]	12	0	-2	-1	-0.6	-9
Cc1ccc(NC(=O)CN(C)C(=O)CSc2nc(C)cs2)cc1	/	4	3	1	2	/	1
CCCNC(=O)N1C[C@@H]2[C@H](c3ccccc31)[C@H](CO)N2Cc1cc(F)ccc1F	-4[16.7 µM]	-12	-2	-1	-4	1.0	3
CCOc1ccc(NC(=O)CN2CCN(c3ccc(F)cc3)CC2)cc1S(=O)(=O)N1CCCC1	-1	?	23	/	-8	2.4	-3
CN1CCCN(S(=O)(=O)c2cccc(Cl)c2Cl)CC1	0	-4	-4	-4	-10	1.2	-10
CC1CCN(C(=O)CSc2nnc(-c3cccnc3)o2)CC1	/	-8	3	-2	/	-2.0	-3
COc1cccc(C(C(=O)NCC2CCCO2)N(C(=O)Cn2nnc3ccccc32)c2ccccc2C(C)=O)c1OC (stereo not drawn)	29	2	5	8	/	1.4	2

Compound activity from PubChem BioAssay.
